Screens deposited in PubChem BioAssay by several laboratories.
PKA-R1A activ = activators of PKA-R1A holoenzyme, primary screen, biochemical, fluorescence polarization, Cy5-IP20, bovine R1A, mouse PKAc; cAMP-dependent protein kinase type I-alpha regulatory subunit (Bos taurus) + …; PKA-R1A dissociation; scaled: DMSO 0%, 113 µM cGMP 100%; activation, % at 11.4 µM; hit rate 0.083% among 340,000; AID 504707, 2011;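 active = percent activation above the mean of all tested compounds plus 3 SD, cut at about 19% in these data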;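 note: higher means more PKAc released from R1A so a rise in polarization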
Pemphigus Ab inh = inhibitors of pemphigus antibody binding to DSG3, primary screen, biochemical, bead-based, flow cytometry, scFv-GFP. DSG3-coupled beads, scFv-anti-DSG3-GFP binding; active compounds read low. binding (percent of control), % at 10 µM. hit rate 0.48% among 310,000;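 active = binding more than 3 SD below its plate's average and above zero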;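 note: hits lower antibody fragment binding to DSG3; some compounds called inactive have numbers as strong as hits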
Arrestin-AP2 inh = inhibitors of beta-arrestin/AP2 binding, primary screen, biochemical, GPCR trafficking, flow cytometry | inhibition, % at 10 µM | beta-arrestin 1 C-terminal peptide binding to AP2 beta2-adaptin appendage (human) | FITC-arrestin peptide / GST-AP2 beads; AP2 beta2 appendage carries R879A mutation | hit rate 0.31% among 340,000;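 active = inhibition above a set limit, near 3 SD of compounds lacking own fluorescence, cut at about 54% in these data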;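 note: plate controls were DMSO wells for no effect and 5 µM unlabelled arrestin peptide for full effect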
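test system = AP2 appendage R879A on GSH beads | buffer or medium = PBS plus Tween 20 (0.05%) and BSA (0.1%) | incubation = 12 min plus 1 h, RT | detection = bead flow cytometry, FITC channel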
AddAB inh = growth inhibition of E. coli expressing H. pylori AddAB, primary screen, AddAB inhibitor project, absorbance | hit rate 0.29% among 330,000 | inhibition, % at 11.9 µM | AID 435030, 2010; in the data active = inhibition above about 12%;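 note: 0% = vehicle wells of infected cells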
Mot1-301 SUMO = yeast Mot1-301 growth rescue at high temperature, primary screen, SUMOylation pathway inhibitor project, S. cerevisiae, ATP luminescence, 38.5C. S. cerevisiae Mot1-301 growth rescue; percent above DMSO median, 100 means doubled. growth rescue, % at 18.8 µM. hit rate 1% among 320,000. AID 2716, 2010;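 active = every valid replicate shows activation above 250% relative to neutral control wells; inactive = the rest, any valid replicate at or below 250%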;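 note: OY570 slx delta 5 strain wells were the positive control but not used for scaling; some compounds called inactive have numbers as strong as hits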
MOR-DOR inv ag = inverse agonists of MOR-DOR heterodimerization, primary screen, cell-based, luminescence; AID 504357, 2011; Mu-type opioid receptor (Homo sapiens) + Delta-type opioid receptor (Homo sapiens), …; cell-based MOR-DOR heterodimer luminescence, inverse agonism; hit rate 0.21% among 340,000; inhibition, % at 9.3 µM; in the data active = inhibition above about 22%, passing the limit was not always enough;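 note: 0% = cells with DMSO and 100% = wells without cells with DMSO; values of inactives mirror those of a sister screen read the other way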
Target sequence (P35372 whole entry, looked up): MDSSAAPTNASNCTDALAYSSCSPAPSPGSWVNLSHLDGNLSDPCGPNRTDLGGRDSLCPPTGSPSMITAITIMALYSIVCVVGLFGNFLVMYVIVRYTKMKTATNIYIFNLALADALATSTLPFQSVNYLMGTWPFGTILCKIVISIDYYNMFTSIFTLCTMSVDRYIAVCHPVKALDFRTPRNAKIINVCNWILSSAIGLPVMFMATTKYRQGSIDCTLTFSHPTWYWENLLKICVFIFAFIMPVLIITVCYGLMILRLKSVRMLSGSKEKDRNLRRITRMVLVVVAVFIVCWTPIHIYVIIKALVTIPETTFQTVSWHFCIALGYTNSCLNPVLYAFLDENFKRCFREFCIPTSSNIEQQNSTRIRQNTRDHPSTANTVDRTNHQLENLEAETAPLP
Target sequence (P41143 whole entry, looked up): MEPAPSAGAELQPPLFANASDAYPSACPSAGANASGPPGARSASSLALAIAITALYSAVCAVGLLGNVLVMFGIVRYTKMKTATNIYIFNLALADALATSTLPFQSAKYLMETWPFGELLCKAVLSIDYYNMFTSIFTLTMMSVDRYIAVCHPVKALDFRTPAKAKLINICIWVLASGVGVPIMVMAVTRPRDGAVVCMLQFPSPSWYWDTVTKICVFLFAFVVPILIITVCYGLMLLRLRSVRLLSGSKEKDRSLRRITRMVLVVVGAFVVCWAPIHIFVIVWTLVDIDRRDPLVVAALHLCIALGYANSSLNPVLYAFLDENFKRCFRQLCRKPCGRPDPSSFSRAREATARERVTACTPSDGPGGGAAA
PfHsp90 yeast 2 = growth inhibition of PfHsp90-expressing yeast, primary screen, antimalarial PfHsp90 inhibitor project, S. cerevisiae, BacTiter-Glo luminescence, single point, set 2 | BacTiter-Glo ATP, 48 h; yeast lacking PDR1 and PDR3 efflux regulators | inhibition, % at 9.4 µM | hit rate 0.32% among 310,000;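 active = every replicate shows inhibition above about 80%, whatever the replicate mean, limit read from the data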;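 note: 0% = DMSO neutral controls and 100% = 20 µM radicicol positive controls; yeast relying on Plasmodium falciparum Hsp90 in place of its own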
Tat transport = E. coli Tat export inhibitors, primary screen, MC4100, TorA-mCherry reporter, fluorescence, single point. hit rate 0.036% among 340,000. inhibition, % at 10 µM;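 active = mean replicate inhibition at least 50% and at least half of replicates individually reaching 50%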;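 note: exported cargo escapes ClpAP degradation while cytoplasmic cargo is degraded and loses fluorescence; 0% = median of neutral control wells and 100% = median of NaSCN control wells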
phage Ecoli inh = growth loss of phage-infected E. coli, primary screen, RecBCD inhibitor project, absorbance, with phage, HTS; hit rate 0.26% among 360,000; inhibition, % at 11.9 µM; in the data active = inhibition above about 11%
Ecoli viability = E. coli V3065 growth inhibition, primary screen, counter-screen for AddAB inhibitor project, absorbance, OD600; 18 h; hit rate 0.27% among 330,000; inhibition, % at 11.9 µM;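 active = inhibition above the campaign's mean inhibition across all tested compounds plus 3 SD, cut at about 9.9% in these data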;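 note: uninfected addAB+ strain grown without phage in ampicillin broth; 0% = DMSO wells and 100% = ciprofloxacin 0.95 µg/ml wells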
MOR-DOR ag = agonists of OPRM1-OPRD1 heterodimerization, primary screen, cell-based, luminescence; Mu-type opioid receptor (Homo sapiens) + Delta-type opioid receptor (Homo sapiens), …; cells; activation, % at 9.3 µM; hit rate 0.3% among 340,000; AID 504326, 2011; in the data active = activation above about 18%;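 note: 0% = vehicle-treated cells and 100% = reference agonist; values of inactives mirror those of a sister screen read the other way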
* marks the source's active call; other numbers are inactive results.

Cc1ccc(C(=O)OCC(=O)N(C)C2CCS(=O)(=O)C2)cc1[N+](=O)[O-] (centres undefined) was read as PKA-R1A activ -16.0, Pemphigus Ab inh 98.4, Arrestin-AP2 inh 6.5, AddAB inh 2.2, Mot1-301 SUMO -7.8, MOR-DOR inv ag 13.7, PfHsp90 yeast 2 2.4, Tat transport -14.3, phage Ecoli inh 1.3, Ecoli viability 0.3 and MOR-DOR ag -2.6.
COc1ccc(Cn2c(=O)cc(N)n(-c3ccccc3C)c2=O)cc1 was read as Pemphigus Ab inh 91.9, Arrestin-AP2 inh 2.9, AddAB inh -1.4, Mot1-301 SUMO -1.0, phage Ecoli inh -0.4 and Ecoli viability -1.6.
`O=C(Cn1cnc2c(nnn2Cc2ccc(F)cc2)c1=O)OCc1ccccc1` gave PKA-R1A activ -5.8, Pemphigus Ab inh 101.5, Arrestin-AP2 inh 17.0, AddAB inh 1.3, Mot1-301 SUMO 156.9, MOR-DOR inv ag -2.8, PfHsp90 yeast 2 18.7, Tat transport -9.1, phage Ecoli inh 2.8, Ecoli viability 2.0 and MOR-DOR ag 0.5.
For CCOC(=O)c1[nH]ncc1[C@@H]1C[C@H]2CN(Cc3cccc(Cl)c3)C(=O)[C@]23CCCN13 the results were PKA-R1A activ -6.8, Pemphigus Ab inh 89.2, Arrestin-AP2 inh -12.4, AddAB inh 0.9, Mot1-301 SUMO 7.8, MOR-DOR inv ag 14.2, PfHsp90 yeast 2 1.3, Tat transport 2.3, phage Ecoli inh 0.3, Ecoli viability 1.6 and MOR-DOR ag -2.7.
`COc1ccc(NC(=O)COC(=O)c2ccc3c(c2)OCO3)c(OC)c1` gave PKA-R1A activ 7.6, Pemphigus Ab inh 124.1, Arrestin-AP2 inh 12.7, AddAB inh -1.6, Mot1-301 SUMO 0.1, MOR-DOR inv ag -38.3, PfHsp90 yeast 2 4.7, Tat transport -0.6, phage Ecoli inh 3.2, Ecoli viability -2.5 and MOR-DOR ag 7.4.
For CCOC(=O)C1CCCN(c2c(NCCc3ccc(C)cc3)c(=O)c2=O)C1 (centres undefined) the results were PKA-R1A activ -10.3, Pemphigus Ab inh 98.0, Arrestin-AP2 inh -4.8, AddAB inh 0.0, Mot1-301 SUMO -26.4, MOR-DOR inv ag 6.6, PfHsp90 yeast 2 14.2, Tat transport -1.3, phage Ecoli inh 0.1, Ecoli viability 0.2 and MOR-DOR ag -1.2.
`Cc1sc2c(c1C)c(=O)n(-c1cccc(C(F)(F)F)c1)c(=O)n2CC(=O)NCc1ccco1` gave PKA-R1A activ 0.3, Arrestin-AP2 inh -5.1, AddAB inh -0.9, Mot1-301 SUMO -11.8, MOR-DOR inv ag 13.6, PfHsp90 yeast 2 35.9, Tat transport -2.2, phage Ecoli inh 3.0, Ecoli viability -2.8 and MOR-DOR ag -2.2.
COCCCNc1nc2ccccc2nc1NS(=O)(=O)c1ccc(F)cc1 was read as PKA-R1A activ -9.3, Pemphigus Ab inh 100.8, Arrestin-AP2 inh -8.6, AddAB inh 2.7, Mot1-301 SUMO 6.8, MOR-DOR inv ag 13.5, PfHsp90 yeast 2 31.3, Tat transport 2.3, phage Ecoli inh 0.1, Ecoli viability -1.7 and MOR-DOR ag -2.9.
CCN1CCN(c2nc(C)c3c(n2)CCCC3=O)CC1 was read as PKA-R1A activ -8.0, Pemphigus Ab inh 93.0, Arrestin-AP2 inh 0.2, AddAB inh 2.3, Mot1-301 SUMO -3.0, MOR-DOR inv ag 15.0, Tat transport 11.4, phage Ecoli inh 6.0, Ecoli viability -1.5 and MOR-DOR ag -2.9.
`CC1CCN(C(=O)COC(=O)C(C)N2C(=O)c3ccccc3C2=O)CC1` (centres undefined) gave PKA-R1A activ 2.0, Pemphigus Ab inh 109.3, Arrestin-AP2 inh 15.0, AddAB inh 0.3, Mot1-301 SUMO -7.8, MOR-DOR inv ag 0.6, PfHsp90 yeast 2 -13.1, Tat transport -0.5, phage Ecoli inh 1.0, Ecoli viability -1.6 and MOR-DOR ag -0.1.
`COc1ccc(N2CCN(C(=O)NCc3ccc(OC)c(Cl)c3)CC2)cc1` gave PKA-R1A activ -1.6, Pemphigus Ab inh 44.4*, Arrestin-AP2 inh 10.0, AddAB inh -0.4, Mot1-301 SUMO 2.2, MOR-DOR inv ag 9.2, PfHsp90 yeast 2 40.1, Tat transport -2.6, phage Ecoli inh 3.1, Ecoli viability -0.5 and MOR-DOR ag -1.8.
For C=CC[C@@H](Cc1ccc(F)cc1)C(=O)OC[C@H]1CCCN1C(=O)[C@@H](CC=C)CC(=O)N[C@H](CO)Cc1ccccc1 the results were PKA-R1A activ -4.9, Pemphigus Ab inh 105.5, Arrestin-AP2 inh -9.3, AddAB inh -1.7, Mot1-301 SUMO 14.0, MOR-DOR inv ag -15.5, PfHsp90 yeast 2 7.8, Tat transport 10.7, phage Ecoli inh 2.4, Ecoli viability 0.0 and MOR-DOR ag 3.4.
`CSCCC(NS(=O)(=O)c1ccc(C)c(C(=O)O)c1)C(=O)O` (centres undefined) gave PKA-R1A activ -12.4, Pemphigus Ab inh 121.1, Arrestin-AP2 inh 9.2, AddAB inh 6.5, Mot1-301 SUMO 4.9, MOR-DOR inv ag 9.5, Tat transport 7.0, phage Ecoli inh 3.1, Ecoli viability 0.8 and MOR-DOR ag -1.8.
Screening N/C(=N\OC(=O)c1ccc([N+](=O)[O-])cc1)c1ccc(Br)cc1 returned PKA-R1A activ 4.7, Pemphigus Ab inh 125.2, Arrestin-AP2 inh 6.8, AddAB inh 0.1, Mot1-301 SUMO -7.5, MOR-DOR inv ag -1.1, PfHsp90 yeast 2 -17.8, Tat transport -0.4, phage Ecoli inh -2.9, Ecoli viability 0.4 and MOR-DOR ag 0.2.
`O=C(NCc1ccccc1F)C1CCCN(C(=O)Nc2ccc(F)cc2)C1` (centres undefined) gave PKA-R1A activ -1.8, Pemphigus Ab inh 104.2, Arrestin-AP2 inh 23.9, AddAB inh 2.0, Mot1-301 SUMO 32.6, MOR-DOR inv ag 18.1, PfHsp90 yeast 2 9.2, Tat transport -0.8, phage Ecoli inh 1.5, Ecoli viability -2.0 and MOR-DOR ag -3.4.
`O=C1/C(=C/c2ccccc2F)SC(=S)N1CCC(=O)N1CCCCC1CCO` (centres undefined) gave PKA-R1A activ -3.5, Pemphigus Ab inh 109.4, Arrestin-AP2 inh 14.9, AddAB inh 2.6, Mot1-301 SUMO -16.1, MOR-DOR inv ag 3.8, PfHsp90 yeast 2 18.5, Tat transport 5.9, phage Ecoli inh -0.8, Ecoli viability 0.7 and MOR-DOR ag -0.8.
For COc1cc(NC(=O)c2cc([N+](=O)[O-])ccc2NC(=O)CN2CCN(c3ccccn3)CC2)cc(OC)c1 the results were PKA-R1A activ 3.3, Arrestin-AP2 inh 19.5, AddAB inh 3.4, Mot1-301 SUMO -15.3, MOR-DOR inv ag 17.8, PfHsp90 yeast 2 -8.6, Tat transport 3.5, phage Ecoli inh 2.3, Ecoli viability 3.9 and MOR-DOR ag -3.3.
For COc1ccc(/C=N/NC(=O)c2ccc(COc3ccccc3Cl)o2)c(OC)c1C the results were PKA-R1A activ -4.1, Pemphigus Ab inh 95.1, Arrestin-AP2 inh 0.3, AddAB inh -0.5, Mot1-301 SUMO -5.4, MOR-DOR inv ag -62.0, PfHsp90 yeast 2 2.2, Tat transport -10.2, phage Ecoli inh 1.8, Ecoli viability -1.1 and MOR-DOR ag 11.6.
Screening COC(=O)COc1ccc(Oc2nc(SC)nc(N(C)C)n2)nn1 returned PKA-R1A activ -7.0, Pemphigus Ab inh 93.0, Arrestin-AP2 inh 10.0, AddAB inh 0.6, Mot1-301 SUMO -5.0, MOR-DOR inv ag 1.1, PfHsp90 yeast 2 -9.2, Tat transport -1.2, phage Ecoli inh -0.5, Ecoli viability -0.1 and MOR-DOR ag -0.2.
`CCCCCC(=O)Nc1ccccc1N1CCOCC1` gave PKA-R1A activ 7.8, Pemphigus Ab inh 107.5, Arrestin-AP2 inh 15.6, AddAB inh 2.4, Mot1-301 SUMO 2.0, MOR-DOR inv ag -6.5, PfHsp90 yeast 2 -10.5, Tat transport -1.7, phage Ecoli inh 3.5, Ecoli viability -1.6 and MOR-DOR ag 1.2.
O=C1OCCC1Sc1nc2ccccc2c(=O)n1-c1ccc(F)cc1 (centres undefined) was read as PKA-R1A activ -1.0, Pemphigus Ab inh 99.0, Arrestin-AP2 inh 27.9, AddAB inh -0.9, MOR-DOR inv ag 5.7, PfHsp90 yeast 2 14.7, Tat transport -12.5, phage Ecoli inh 2.5, Ecoli viability 0.9 and MOR-DOR ag -1.1.
COc1ccc(NC2CCCN(C(=O)c3ccc4nccnc4c3)C2)cc1OC (centres undefined) was read as PKA-R1A activ 8.0, Pemphigus Ab inh 100.7, Arrestin-AP2 inh -12.8, AddAB inh 2.1, Mot1-301 SUMO 1.0, MOR-DOR inv ag 10.6, PfHsp90 yeast 2 -15.5, Tat transport -0.1, phage Ecoli inh 2.8, Ecoli viability 1.4 and MOR-DOR ag -1.9.
For CCN(Cc1ccncc1)C(=O)C(CO)c1ccccc1 (centres undefined) the results were PKA-R1A activ -0.6, Pemphigus Ab inh 93.0, Arrestin-AP2 inh 28.3, AddAB inh -2.2, Mot1-301 SUMO -5.0, MOR-DOR inv ag inactive, PfHsp90 yeast 2 0.6, Tat transport 0.7, phage Ecoli inh 3.8, Ecoli viability -0.4 and MOR-DOR ag inactive.
`CC(=O)c1nn(-c2cccc(Br)c2)cc1C(=O)c1ccco1` gave PKA-R1A activ 3.1, Pemphigus Ab inh 103.8, Arrestin-AP2 inh 6.5, AddAB inh 1.8, Mot1-301 SUMO 9.5, MOR-DOR inv ag -4.3, PfHsp90 yeast 2 -15.2, Tat transport 2.6, phage Ecoli inh 1.9, Ecoli viability -1.1 and MOR-DOR ag 0.8.
